S3 lipid droplet: qHTS Assay for Lipid Storage Modulators in Drosophila S3 Cells; Drosophila S3 cells, BODIPY lipid droplet fluorescence, 18-24 h; cells fed with added oleic acid; Potency in µM for hits, for the others lipid storage change, negative = inhibition, % at the top dose, mostly 46.1 µM; 0.64% of 320,000 active; active = well fitted inhibition curve with a large enough effect in the signal ratio, with a control signal flat, not every such curve was filed as active; inconclusive = small, poorly fitted or top-dose-only effect, or effect the other way, or a change in a side signal; the % refers to the signal ratio
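Laser-scanning cytometry quantifies lipid droplet accumulation (500–530 nm total intensity; droplet/cell object ratio) in oleic acid-fed (400 uM added) Drosophila S3 cells treated with a concentration series. 20 uM Triacsin C defined 100% inhibition.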
S3 lipid droplet cell count max: further read-out of S3 lipid droplet, marked with its call; cell number change, %; measured here: cell count max response;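 cells counted by Cell Tracker Red CMTPX staining in the red channel; peak over a dose series mostly up to 46.1 µM; percent activity relative to internal control wells on each plate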
* hit, by the source's call; i = inactive; ? = inconclusive; · = not tested or not shown; [ ] = dose if it differs, or a comment. % is set by controls: 0 for no effect and ±100 for the full control effect; potency is the fitted concentration of half-maximal effect. These rows are one share of the data; the hit share may differ from the screen's.

SMILES	S3 lipid droplet	S3 lipid droplet cell count max
O=C(NCc1cccnc1)C1CCC(c2ccc(Cl)cc2)CC1 (configuration not stated)	-13.7%	3.5
FC(F)Sc1ccc(N=C2NN=C(c3ccc4c(c3)OCCO4)CS2)cc1	?	·
O=S1(=O)CCC(NC(=S)N2CCCCC2)C1 (configuration not stated)	?	·
COc1ccc(-n2c(Cc3cc(=O)[nH]c(=O)[nH]3)nnc2SCC(=O)N2CCC(C)CC2)cc1	?	·
COc1ccc(CNc2nc(-c3cccnc3)nn2C(=O)C(C)C)cc1	1.5%	-8.5
CC(=O)c1ccc(NC(=O)C2CCCN2S(=O)(=O)c2ccc(F)cc2)cc1 (configuration not stated)	?	·
CCCC(=O)Nc1ccc2c(c1)nc(CN1CCN(C(C)=O)CC1)n2C	-0.2%	25.9
C/C(=N\NC(=O)c1ccn(C)n1)c1ccc(NC(=O)C2CCCC2)cc1	?	·
c1ccc(NC2=Nc3cccc4cccc2c34)cc1	-0.2%	-12.6
CCC(=O)c1ccc(OCc2ccc(C(=O)c3ccccc3)cc2)cc1	?	·
COc1cccc2c(Cl)c(CCCl)c(C)nc12	?	·
CSCCC(N=CC1=C(O)CC(C)(C)CC1=O)C(=O)O (configuration not stated)	?	·
NC(=O)CC(NC(=O)c1ccc(Br)cc1)c1ccc(N2CCN(c3ccc(F)cc3)CC2)c([N+](=O)[O-])c1 (configuration not stated)	4.3%	-1.2
O=C(NN1C(=O)C2C3C=CC(O3)C2C1=O)c1ccccc1 (configuration not stated)	3.7%	11.8
COc1ccc(CN2CCc3ccccc3C2)c(OC)c1OC	?	·
CC(=O)N1c2ccc(S(=O)(=O)NCCC(=O)NCc3ccc(N(C)C)cc3)cc2CC1C (configuration not stated)	i	25.4
O=C(O)CNC(=O)CC1S/C(=N/N=C2\CSC(=O)N2)NC1=O (configuration not stated)	-19.4%	9.6
Cc1nc(C2CCC3C4CCC5=CC(=O)CC[C@]5(C)C4CC[C@]23C)cs1 (some centres not stated)	4.7%	1.1
CC12CCC(=O)N1C(C(=O)Nc1nc(-c3ccccc3Cl)cs1)CS2 (configuration not stated)	i	·
CSC(=O)NC12CC3CC(CC(C)(C3)C1)C2	-8.1%	-20.4

Some of these compounds in order of SMILES length, low to high.
SMILES	S3 lipid droplet	S3 lipid droplet cell count max
COc1cccc2c(Cl)c(CCCl)c(C)nc12	?	·
c1ccc(NC2=Nc3cccc4cccc2c34)cc1	-0.2%	-12.6
CSC(=O)NC12CC3CC(CC(C)(C3)C1)C2	-8.1%	-20.4
COc1ccc(CN2CCc3ccccc3C2)c(OC)c1OC	?	·
CSCCC(N=CC1=C(O)CC(C)(C)CC1=O)C(=O)O (configuration not stated)	?	·
O=C(NCc1cccnc1)C1CCC(c2ccc(Cl)cc2)CC1 (configuration not stated)	-13.7%	3.5
O=C(NN1C(=O)C2C3C=CC(O3)C2C1=O)c1ccccc1 (configuration not stated)	3.7%	11.8
CCC(=O)c1ccc(OCc2ccc(C(=O)c3ccccc3)cc2)cc1	?	·
O=C(O)CNC(=O)CC1S/C(=N/N=C2\CSC(=O)N2)NC1=O (configuration not stated)	-19.4%	9.6
CCCC(=O)Nc1ccc2c(c1)nc(CN1CCN(C(C)=O)CC1)n2C	-0.2%	25.9
FC(F)Sc1ccc(N=C2NN=C(c3ccc4c(c3)OCCO4)CS2)cc1	?	·
C/C(=N\NC(=O)c1ccn(C)n1)c1ccc(NC(=O)C2CCCC2)cc1	?	·
CC(=O)c1ccc(NC(=O)C2CCCN2S(=O)(=O)c2ccc(F)cc2)cc1 (configuration not stated)	?	·
Cc1nc(C2CCC3C4CCC5=CC(=O)CC[C@]5(C)C4CC[C@]23C)cs1 (some centres not stated)	4.7%	1.1
CC(=O)N1c2ccc(S(=O)(=O)NCCC(=O)NCc3ccc(N(C)C)cc3)cc2CC1C (configuration not stated)	i	25.4
NC(=O)CC(NC(=O)c1ccc(Br)cc1)c1ccc(N2CCN(c3ccc(F)cc3)CC2)c([N+](=O)[O-])c1 (configuration not stated)	4.3%	-1.2

The results go on.
SMILES	S3 lipid droplet	S3 lipid droplet cell count max
c1ccc2c(c1)CCN(c1nc3ccccc3n3cnnc13)C2	?	·
Cc1noc(NS(=O)(=O)c2ccc(NC(=O)CSc3nnc4c(n3)[nH]c3ccccc34)cc2)c1C	?	·
CCN1CCN(c2ccc(S(=O)(=O)N3CCOCC3)cc2NC(=O)c2ccc(Cl)s2)CC1	24.3%	1.9
Cc1ccc(OCCCC(=O)Nc2ccc(S(=O)(=O)Nc3ccccn3)cc2)cc1	7.6%	-18.2
CCN(c1ccc(C(=O)CN2C(=O)NC3(CCOc4ccccc43)C2=O)cc1)S(C)(=O)=O (configuration not stated)	?	·
CCOc1ccc(NC(=O)CC(Cc2cc(C)cc(C)c2)C(=O)O)cc1 (configuration not stated)	i	-28.8
CC(C)n1c(O)c(N=Nc2ccccn2)c2ccccc21	?	·
O=C(O)c1cc(-c2ccncc2)nc2ccc(F)cc12	8.7%	·
CCCCNC(=S)NNC(=O)c1csc(C(C)C)c1	4.6%	-14.4
CCCCNC(=O)COC(=O)c1ccc(SC)cc1OC	?	·
O=C(O)CN1C(=O)C(=O)N(Cc2c(F)cccc2Cl)C1=O	-7.5%	-4.4
CCOC(=O)C1CCCN(S(=O)(=O)c2ccc3c4c2CC(=O)N4CC(C)S3)C1 (configuration not stated)	i	-3.6
COc1cccc(OC)c1C(=O)N1CCN(Cc2ccc3c(c2)OCO3)CC1	?	·
Cc1cc(OCC(=O)N[C@@H](CSCc2ccccc2)C(=O)O)c2c(C)c(C)c(=O)oc2c1	?	·
CN1C(=S)SC(/[N+]([O-])=C\c2ccc(Cl)cc2)C1(C)C (configuration not stated)	?	·
CC(=O)N1c2c(ccc3ccccc23)C(C)CC12CCCCC2 (configuration not stated)	i	3.0
O=C(NCc1ccccc1)Nc1cccn(Cc2ccccc2)c1=O	?	·
Cc1c(C(=O)NC2CC2)oc2ccccc12	?	·
COc1ccc(-c2nc(CCNS(=O)(=O)c3ccc4c(c3)OCCO4)cs2)cc1	i	·
O=C(NCc1ccco1)c1ccc(Cn2c(=O)c3ccccc3n(Cc3cccc(Cl)c3)c2=O)cc1	?	·
Cc1sc(NC(=O)c2ccccc2)c(C(=O)N2CCN(C)CC2)c1C	?	·
CC12CCC(C(=O)N(CSC(=S)N/N=C\c3ccccc3O)C1=O)C2(C)C (configuration not stated)	?	·
COC(=O)C(C)Nc1cccc(Br)c1 (configuration not stated)	i	18.4
CC(C)NC(=O)CSc1nnc(CNC(=O)OC(C)(C)C)n1C	-7.7%	0.6
O=C(Nc1cc(Br)ccc1O)c1cc(-c2ccc3c(c2)OCO3)on1	3.7%	2.9
Cc1occc1-c1nnc(SCC(=O)NCC2CCCO2)n1C (configuration not stated)	?	·
CC(=O)N1CCN(c2nc(-c3cccs3)nc3ccccc23)CC1	6.6%	10.1
Cc1c(C(=O)N2CCCc3ccccc32)sc2nc(-c3ccccc3)cn12	0.8%	-13.1
Cc1cccc(NCc2ccccc2O)n1	15.3%	19.8
CC(=O)N1CCOc2ccc(S(=O)(=O)N3CCC(C(=O)Nc4ccccc4F)CC3)cc21	?	·
Cc1nccn1CCc1n[nH]c(=S)n1Cc1ccccc1	i	·
COc1ccc(NS(=O)(=O)c2cc(NC(=O)CCNC(C)=O)ccc2N2CCOCC2)cc1	i[0.0737 µM]	·
O=S(=O)(Nc1cc(F)ccc1F)c1cccc2nonc12	?	·
Cc1cccc(NC(=O)NNC(=O)c2ccc(C)c([N+](=O)[O-])c2)c1	10.7%	11.9
Nc1ncccc1OCc1cccc(C(F)(F)F)c1	?	·
O=[N+]([O-])c1nn(-c2ccc3c(c2)OCCO3)n(O)c1=NC1CCCCCC1	?	·
CCOc1ccccc1NC(=O)COC(=O)C(Cc1ccccc1)NC(=O)c1ccco1 (configuration not stated)	?	·
NC(=O)c1ccc(NC(=O)CCc2nc3ccccc3s2)cc1	?	·
C=CCc1cccc2cc(C(=O)N3CCN(c4ccccn4)CC3)c(=O)oc12	-6.9%	-4.7
O=C(CN1C(=O)S/C(=C/c2cccn2-c2ccc(O)cc2)C1=O)N1CCCC1	?	·
CCC(CC)C(=O)Nc1cccc(C(=O)Nc2ccc(OC)cc2[N+](=O)[O-])c1	?	·
Cc1ccc(Sc2ncnc3onc(C)c23)c(C)c1	16.5%	15.3
CC1=C(C(N)=O)C(c2ccc(Cl)cc2Cl)n2ncnc2N1 (configuration not stated)	?	·
Cc1cc(C)n(-c2ncc3c(n2)N(C)CCOC3=O)n1	?	·
CCc1nnc(NC(=O)c2ccc(S(=O)(=O)N3CCCCC3)cc2)s1	12.0%	-6.7
Clc1c2c(nc3ccccc13)CCC2	9.7%	10.4
CC(C)(Cc1ccc(O)cc1)NC(=O)c1ccccc1	?	·
CCn1c(SCC(=O)Nc2cc(C)on2)nnc1-c1ccc(OC)cc1	26.3%	16.3
CCOCCCNC(=O)c1cc2cc3cc(OC)ccc3nc2o1	-4.9%	-2.7
Cc1nnc(C)c2c(C)n(N)c(C)c12	?	·
Cc1csc(NC(=O)C(NC(=O)c2ccccc2F)C(C)C)n1 (configuration not stated)	7.1%	12.5
CCCN(CCC)C(=S)NC(=O)c1ccc(-c2ccccc2)cc1	?	·
O=C(OCc1cc2ccccc2[nH]c1=O)c1cccnc1	?	·
COc1ccc(NC2CCCN(C(=O)CCC3=NNC(=O)CC3)C2)cc1 (configuration not stated)	?	·
CCOC(=O)/C=c1\s/c(=C\c2sccc2C)c(=O)n1CC(=O)NCc1ccc(C)cc1	?	·
COc1cc2ccccc2cc1C(=O)OCC(=O)N(C)c1c(N)n(Cc2ccccc2)c(=O)[nH]c1=O	i	·
CN(Cc1ccc2nsnc2c1)Cc1nc(Cc2cccc(F)c2)no1	3.7%	4.5
O=C(NCc1n[nH]c(=S)n1-c1ccc(Br)cc1)c1cccs1	0.8%	-3.8
Oc1cccc(/C=N/NC(=S)NCCN2CCOCC2)c1O	?	·
CCCn1nnnc1NCc1ccc(CC)cc1	10.0%	-15.0

The listing continues.
SMILES	S3 lipid droplet	S3 lipid droplet cell count max
CC(C)CCC(O)(CCC(C)C)C(=O)NN1CCCCC1	?	·
CCn1c(/N=C/c2c[nH]c3ccccc23)nc2ccccc21	?	·
CN(CCc1ccccn1)S(=O)(=O)c1ccc2c3c(cccc13)C(=O)N2	i	·
CCCCn1c(SCC(=O)c2ccc(O)c(O)c2)nc2ccsc2c1=O	-0.4%	5.8
O=C(Nc1ccc(Oc2ccccc2)cc1)C1CCCN(c2ncccn2)C1 (configuration not stated)	?	·
CCOc1ccc(CCNC(=O)c2cc(S(=O)(=O)N3CCOCC3)ccc2C)cc1OCC	?	·
COC(=O)C1CCN(C2CC(=O)N(c3cc(C)cc(C)c3)C2=O)CC1 (configuration not stated)	-10.9%	-9.7
CC(C)(C)CN1CCN(CCCc2ccccc2)C(CCO)C1 (configuration not stated)	?	·
CCN(CC)CCN(C(=O)c1ccc2ccccc2c1)c1nc2ccc(F)cc2s1	?	·
COC(CNC(=O)c1ccc2c(c1)ncn2C1CCCCCC1)OC	-1.5%	7.3
O=C(CCCN=C1NS(=O)(=O)c2ccccc21)OCc1ccc(F)cc1	?	·
CC(=O)N1CCN(S(=O)(=O)c2cccc(C(=O)N(Cc3ccccc3)c3cccc(C)c3)c2)CC1	?	·
N#C/C(C(=O)NCc1ccco1)=C1/SC(Cc2ccc(F)cc2)C(=O)N1c1ccccc1 (configuration not stated)	?	·
Cc1ccc2c(c1)nnn2C1CCN(CC(=O)N2CCN(c3ccc(F)cc3)CC2)CC1	?	·
CN1C(=O)N(c2cccc3ccccc23)C(n2cncn2)C1(C)C (configuration not stated)	?	·
CC(C)c1ccc(N2CCN(C(=O)c3ccccc3NC(=O)/C=C\C(=O)O)CC2)cc1	?	·
COc1ccc2cc(C(=O)C3CCCN(C(=O)c4csnn4)C3)ccc2c1 (configuration not stated)	8.7%	4.2
CNC(=S)N(CCc1c(C)[nH]c2ccccc12)Cc1cc(OC)c(OC)c(OC)c1	10.7%	-9.0
Cc1ccc(C)c(N(C)C(=O)c2cc3c(=O)[nH]c4ccc(C)cc4c3s2)c1	?	·
Cc1cc(NC(=O)c2noc3c2CCc2ccccc2-3)no1	i	·
CC1CN(C(=O)CSc2nnc(NC(=O)NC(C)(C)C)s2)CC(C)O1 (configuration not stated)	?	·
CC(=O)Nc1cccc(OCC(=O)Nc2sccc2C(N)=O)c1	?	·
CC(NC(=O)COC(=O)c1cccs1)c1ccccc1 (configuration not stated)	23.3%	2.5
COc1ccc2cc(CN(CC3CCCO3)C(=S)Nc3ccccc3)c(=O)[nH]c2c1 (configuration not stated)	-11.8%	-9.0
CCOC(=O)N1CCN(S(=O)(=O)c2ccc(C(=O)NNc3nc4cc(C)cc(C)c4s3)cc2)CC1	-6.8%	3.7
Cc1cc(C(=O)NCC(C)C)c2ccccc2n1	?	·
CC12CCC(C(=O)NCc3ccc4c(c3)OCO4)(OC1=O)C2(C)C (configuration not stated)	?	·
COc1ccc(N2CCN(CC(=O)Nc3c(C)cc(C)cc3C)CC2)cc1	12.7%	-22.7
COC(=O)CCCC(=O)N1CCC(CCC(=O)NC2CC2)CC1	?	·
Cc1ccc(CNC(=O)C(=O)NCC2OCCN2S(=O)(=O)c2ccc3c(c2)OCCO3)cc1 (configuration not stated)	?	·
O=C(Nc1ccccc1Cl)C1CCCN(S(=O)(=O)c2cccc3cccnc23)C1 (configuration not stated)	i	-16.3
CCCCC(=O)OCc1cn(-c2ccc(Cl)cc2)nn1	10.1%	1.6
COc1ccc(C(=O)Nc2ccc(S(=O)(=O)Nc3nccc(C)n3)cc2)cc1[N+](=O)[O-]	?	·
O=C(O)c1cccc(CSc2ncccn2)c1	?	·

Screening results from PubChem.
